# APEX1 inh: blocks human APE1 abasic DNA cleavage. actives 0.35% (n = 350,000). Potency, µM (top dose mostly 65.8 µM), for the others: at the highest dose activity change, negative = inhibition, usual class: inhibitors. recombinant APE1, TAMRA/BHQ-2 abasic DNA cleavage fluorescence;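 also: potency is read from the fitted curve at half-maximal effect; plate controls were vehicle for no effect and reference inhibitor for full effect; nearly all actives have a fitted effect of over 55% in size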
#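 Activity was derived from the fluorescence gain between first and third kinetic reads (60 s intervals, ex 525/em 598 nm) after 50 nM THF-abasic TAMRA/BHQ-2 duplex was added to 0.75 nM APE1 preincubated 15 min with compound.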
# Pol beta inh: inhibitors of human DNA polymerase beta; Potency, µM (series often up to 114 µM), for inactives: top-dose activity change, negative = inhibition, most hits filed as inhibitors; AID 485314; P06746; actives 1.3% (n = 340,000); Pol beta primer extension/strand displacement, fluorescence kinetic; also: potency is read from the fitted curve at half-maximal effect; % is scaled to controls: 0 for no effect and ±100 for the full control effect
#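 Values derive from four-parameter Hill fits of normalized kinetic data: reads at 0 and 10 min following addition of 50 nM substrate to 10 nM Pol beta preincubated 15 min with compound.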
# Anesthetic bind: binds horse apoferritin like a general anesthetic; P02791; apoferritin/1-aminoanthracene competitive binding, fluorescence; Potency, µM (highest dose often 77.5 µM), for the others: top-dose activity change, negative = displacement, actives largely listed as inhibitors; actives 0.074% (n = 350,000); AID 485281; also: potency is read from the fitted curve at half-maximal effect; % is scaled to controls: 0 for no effect and ±100 for the full control effect; nearly all actives have a fitted effect of over 20% in size
# Target sequence (P02791 2-175 limits assumed): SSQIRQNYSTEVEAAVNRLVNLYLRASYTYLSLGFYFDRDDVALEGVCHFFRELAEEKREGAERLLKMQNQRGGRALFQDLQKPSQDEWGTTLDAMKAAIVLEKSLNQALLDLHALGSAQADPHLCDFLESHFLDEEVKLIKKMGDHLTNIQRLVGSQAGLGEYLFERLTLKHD
#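 In PBS, apoferritin at 10 uM is loaded with 1-AMA from a 50% saturated solution. After 10 min of compound exposure at ambient temperature, reduced 535 nm fluorescence indicates probe displacement.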
# POLI inh: inhibitors of human DNA polymerase iota. actives 1% (n = 390,000). Potency, µM (titrated, usually from 115 µM), without a hit: at the highest dose activity, negative = inhibition, actives largely listed as inhibitors. Pol iota fluorescent replication assay, 10 min. Q9UNA4; also: potency is read from the fitted curve at half-maximal effect
#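 Fluorescent replication assay read twice, at 0 min and 10 min after adding 50 nM (final) substrate. Enzyme (10 nM) and compounds were first incubated 15 min at room temperature; enzyme-free buffer wells were negative controls.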
# POLK inh: blocks human DNA polymerase kappa activity; Q9UBT6; purified Pol kappa, fluorescent DNA synthesis assay, 10 min; Potency, µM (doses to about 107 µM), inactives show at the highest dose activity, negative = inhibition, most hits filed as inhibitors; actives 0.53% (n = 400,000); AID 588579; also: potency is read from the fitted curve at half-maximal effect; % is scaled to controls: 0 for no effect and ±100 for the full control effect
#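 Fluorescent qHTS in 1536-well format: enzyme (10 nM) and compound sat 15 min at room temperature before 50 nM substrate (final) was added. Signal taken at 0 and 10 min; no-enzyme buffer wells were negative controls.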
# BLM helicase inh: inhibitors of human Bloom syndrome helicase BLM; recombinant BLM DNA unwinding, fluorescence dequenching; Potency, µM (series often up to 56.1 µM), for inactives: at the top dose activity change, negative = inhibition, most hits filed as inhibitors; actives 0.2% (n = 350,000); AID 2528;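 also: potency is read from the fitted curve at half-maximal effect; plate controls were vehicle for no effect and no enzyme for full effect; nearly all actives have a fitted effect of over 35% in size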
# GRP78 ERSR act: induces the endoplasmic reticulum stress response in human glioma cells. U87-MG GRP78 promoter luciferase reporter, 16 h. Potency, µM, inactives show top-dose activation, usual class: activators. actives 0.02% (n = 420,000). AID 602332; also: potency is read from the fitted curve at half-maximal effect; series mostly up to about 76 µM; % of control where 0% means no effect; nearly all actives have a fitted effect of over 35% in size
#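 Stably transfected U87-MG human glioma cells carrying a GRP78-based luminescent sensor were seeded at 1000 cells/well, pin-dosed with compounds and incubated 16 h. Luciferase reagent was then added, and end-point luminescence was read after 10 min at room temperature.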
# Pol eta inh: DNA polymerase eta (human) inhibition; Q9Y253; recombinant Pol eta, fluorescent DNA replication assay; Potency, µM (highest dose often 114 µM), inactives show at the highest dose activity change, negative = inhibition, usual class: inhibitors; actives 1.2% (n = 390,000); AID 588591; also: potency is read from the fitted curve at half-maximal effect; % is scaled to controls: 0 for no effect and ±100 for the full control effect
# Target sequence (Q9Y253 whole entry, looked up): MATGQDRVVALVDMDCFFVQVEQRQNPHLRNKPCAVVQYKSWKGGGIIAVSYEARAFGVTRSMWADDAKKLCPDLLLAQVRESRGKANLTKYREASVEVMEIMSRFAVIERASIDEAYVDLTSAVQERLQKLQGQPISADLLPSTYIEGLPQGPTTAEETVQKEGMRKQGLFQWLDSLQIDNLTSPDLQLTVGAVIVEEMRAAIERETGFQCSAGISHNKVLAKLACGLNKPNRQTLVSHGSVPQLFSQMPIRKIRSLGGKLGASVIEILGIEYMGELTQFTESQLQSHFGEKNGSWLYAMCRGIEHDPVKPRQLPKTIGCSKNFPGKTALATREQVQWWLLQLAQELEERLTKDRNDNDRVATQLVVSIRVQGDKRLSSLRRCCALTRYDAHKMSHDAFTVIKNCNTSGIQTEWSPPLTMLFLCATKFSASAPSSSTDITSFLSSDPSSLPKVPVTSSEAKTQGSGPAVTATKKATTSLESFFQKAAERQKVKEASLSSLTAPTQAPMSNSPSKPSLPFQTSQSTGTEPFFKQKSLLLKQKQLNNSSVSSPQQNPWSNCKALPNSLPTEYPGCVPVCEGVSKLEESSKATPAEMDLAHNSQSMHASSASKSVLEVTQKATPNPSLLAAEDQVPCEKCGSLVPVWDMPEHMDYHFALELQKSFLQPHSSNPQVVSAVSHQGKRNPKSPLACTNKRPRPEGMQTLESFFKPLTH
#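 Pol eta (10 nM) was preincubated with compounds for 15 min at room temperature, after which fluorescent replication substrate (50 nM final) was added to start the reaction. Fluorescence was read kinetically at 0 and 10 min.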
# LDHA inh: inhibitors of human lactate dehydrogenase A; actives 0.15% (n = 480,000); AID 1347041; purified LDHA, NADH/diaphorase-resazurin fluorescence; active compounds read low; P00338; activity change, % (values are at about 110 or 230 µM); in the data active = activity change below about -30%; inconclusive = mostly about -25% to -30%;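 also: plate controls were DMSO wells for no effect and wells without enzyme for full effect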
#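 Human LDH5 at 2 nM final in Tris HCl pH 7.4 with 0.06 mM NADH and 0.2 mM pyruvate, reacted 5 minutes at room temperature. Remaining NADH coupled via diaphorase/resazurin; resorufin fluorescence read at 0 and 20 minutes, normalized to enzyme-free and DMSO wells.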
# * marks the source's active call; other numbers are inactive results; u = inconclusive; x = no result given; & = joins results of further samples; [ ] = dose if it differs, or a comment. Unless noted, calls follow the shape of the dose curve; as a rule, active = well fitted curve in the direction sought with a large enough effect; inconclusive = small, poorly fitted or top-dose-only effect, or another doubt; inactive = no such curve, though single readings can be large; an effect the other way counts as inactive or inconclusive. A portion of the library, so the mix of outcomes need not match the whole.
SMILES,APEX1 inh,Pol beta inh,Anesthetic bind,POLI inh,POLK inh,BLM helicase inh,GRP78 ERSR act,Pol eta inh,LDHA inh
CC1=C(C(=O)Nc2cccc(C(F)(F)F)c2)C(c2ccccc2)n2ncnc2N1 (stereo unspecified),x,-8%,-7%,1%,-17%[60.1 µM],-3%,-4%,-19%,-12
Cc1cc(Br)ccc1NC(=O)CN(C)C(=O)Cn1c(=O)cnc2ccccc21,3%,0%,-6%,27%,-11%,-1%,-2%,-14%,-13
O=C(O)c1ccc(S(=O)(=O)c2ccccc2)cc1,-3%,-8%,14%,-2%,-18%,-3%,-2%,-7%,0
COC(=O)CN(C)C(=O)c1ccc2nc(Cc3cccc(Cl)c3)oc2c1,11%,14%,u,-6%,-17%,-8%,8%,-11%,-3
O=C(Cc1ccccc1)NCCCc1ccccc1,-2%,29%,-15%,10%,0%,0%,3%,-11%,-5
O=c1[nH]nc(-c2ccc(F)cc2)cc1Cc1ccccn1,-3%,8%,1%,27%,0%,-1%,-4%,-15%,-7
CCOC(=O)c1ccc(N2CCN(c3cc(C)ccc3C)CC2)c(NC(=O)Nc2ccc(Cl)cc2)c1,x,1%,32%[activator],32%[activator],-10%[60.1 µM],-7%,-1%,-7%,1
CC(C)C[C@H]1CNC(=S)N1CC1CCCN1C[C@H](CC(C)C)N1C[C@H](CC(C)C)N(CC2CCCCCC2)C1=S (stereo partly specified),x,x,x,48%[activator],12%,x,0%,-17%,1
CC(C)CC(=O)NC1(C(F)(F)F)C(=O)N(Cc2ccccc2)C2=C1C(=O)CC(C)(C)C2 (stereo unspecified),-2%,24%,-13%,28%,-25%,-2%,-4%,-9%,-6
O=C(O)c1ccc(N2Cc3ccccc3C2)cc1O,2%,45µM*,u,u,u,-11%,2%,5.6µM*,13
CCC(C)NCCOc1cccc(Br)c1 (stereo unspecified),-7%,8%,1%,21%,-9%,-1%,-3%,-13%,-24
CC(=O)c1ccc(C(=O)NC2CCCN(Cc3ccccc3F)C2)s1 (stereo unspecified),9%,0%,-15%,13%,-8%,-1%,-4%,-22%,-7
COc1ccc(CCC(=O)N2CCN(C3CCCCC3)CC2)cc1,1%,2%,-1%,34%,-4%,2%,-3%,-19%,-4
Cc1cc(=O)[nH]c2ccc(S(=O)(=O)NCc3ccccc3)cc12,43%,u,-12%,25%,12%,-4%,6%,7%,-1
COc1cc(C[C@H]2C(=O)OC[C@@H]2Cc2ccc(OC)c(OC)c2)ccc1O,10%,x,x,x,-13%[19.4 µM],2%,-1%,x,x
COc1ccc2cc(/C=C/C(=O)c3ccco3)c(Cl)nc2c1,-2%,-1%,40%[activator],x,x,-1%,x,x,x
CCOC(=O)C1CCN(C(=O)c2sc3nc(-c4ccc(F)cc4)cn3c2C)CC1,10%,36%,-15%,25%,-11%,-1%,3%,-6%,-10&5
O=C(CSc1nnc(Cc2cc(=O)[nH]c(=O)[nH]2)n1-c1ccc(Cl)cc1)N1CCc2ccccc21,-6%,28%,1%,x,x,-3%,x,x,x
Cc1ccccc1NC(=O)c1cn(-c2ccccc2)nc1-c1ccccc1,-2%,-29%&-24%,2%&-8%,23%&25%,7%&-9%,-2%&-15%,-3%&-1%,u,1&-2
COc1ccc(OC)c(NC(=O)Nc2ccccc2C)c1,-2%,2%,-10%,15%,-2%,-4%,1%,-11%,-3
Cn1c(Cc2ccccc2)nnc1SCC(=O)c1ccc(Br)s1,4%,3%,-4%,14%,-10%,-5%,-3%,2%,-4
COc1ccc(C(=O)Nc2cccc(C(=O)N3CCN(C)CC3)c2)cc1,1%,9%,-10%,3%,2%,-4%,-3%,-10%,-10
CCCCc1c(O)nc(SCC(=O)N2CCOCC2)[nH]c1=O,-4%,4%,-4%,7%,-3%,0%,-4%,-23%,-1
O=C1NC(=O)C2(COC(c3ccncc3)OC2)S1 (stereo unspecified),2%,24%,3%,1%,6%[60.1 µM],1%,-5%,15%,-9
COc1cccc(NC(=S)/C(=C(\[O-])c2cc(C)n(-c3ccccc3F)c2C)[n+]2ccc(N(C)C)cc2)c1,17%,33%,-17%,57%[activator],u,-10%,-11%,-5%,1

# Printed as active in Pol eta inh (from the list above):
smiles,APEX1 inh,Anesthetic bind,POLI inh,POLK inh,BLM helicase inh,Pol eta inh
O=C(O)c1ccc(N2Cc3ccccc3C2)cc1O,2%,u,u,u,-11%,5.6µM*

# Grouped by structure, the compounds so far containing a CF3 group (2)
SMILES,APEX1 inh,Pol beta inh,Anesthetic bind,POLI inh,POLK inh,BLM helicase inh,GRP78 ERSR act,Pol eta inh,LDHA inh
CC1=C(C(=O)Nc2cccc(C(F)(F)F)c2)C(c2ccccc2)n2ncnc2N1 (stereo unspecified),x,-8%,-7%,1%,-17%[60.1 µM],-3%,-4%,-19%,-12
CC(C)CC(=O)NC1(C(F)(F)F)C(=O)N(Cc2ccccc2)C2=C1C(=O)CC(C)(C)C2 (stereo unspecified),-2%,24%,-13%,28%,-25%,-2%,-4%,-9%,-6

# Further records
SMILES,APEX1 inh,Pol beta inh,Anesthetic bind,POLI inh,POLK inh,BLM helicase inh,GRP78 ERSR act,Pol eta inh,LDHA inh
O=C(CBr)c1ccc(Oc2ccc(C(=O)C[n+]3ccccc3Cl)cc2)cc1,x,x,x,u,-7%,x,0%,x,-72*
CC(O)(C(=O)Nc1ccc(S(=O)(=O)c2ccccc2)cc1)C(F)(F)F (stereo unspecified),-3%&-2%,x,-11%&-9%,x,2%&4%[19.4 µM],x,-3%&-4%,x,x
COc1ccc(/C=C2/C(=N)N3N=C(CC(=O)N4CCCC4)SC3=NC2=O)cc1,73%[activator],4%,-6%,17%,-13%,-7%,-4%,u,-2
Cc1nc2ccc(NC(=O)CS(=O)(=O)c3ccc(F)cc3)cc2s1,4%,x,x,7%,-5%,x,-2%,2%,-9
Cc1cc(C)n2nc(SCc3nnc(-c4cccs4)o3)nc2n1,2%,35%,-6%,15%,-2%,-8%,-4%,-18%,1
S=c1[nH]c(-c2ccc(Br)cc2)cn1CCc1ccccc1,16%,48%,-7%,95%[activator],-10%,-1%,0%,-22%,-3
Cc1[nH]c2ccccc2c1C(=O)CN1CCCCC1C (stereo unspecified),-4%,-1%,-21%,5%,1%,0%,-5%,-11%,-2
Nc1c(Cl)cc(-c2csc(NC(CO)c3nc4ccccc4n3CCOCCO)n2)cc1Cl (stereo unspecified),x,x,x,u,-7%,x,-3%,-18%,0
COc1ccccc1CC(=O)OC(C)C(=O)Nc1ccc(S(=O)(=O)N2CCCCC2)cc1 (stereo unspecified),-19%,x,x,4%,-21%,x,-2%,-22%,-2
Cc1ccc(S(=O)(=O)n2nc(OC(=O)c3cccc(F)c3)cc2N)cc1,38%,-20%,-17%,36%[activator],-3%,-8%,-6%,-6%,-2
COc1cc(OC)cc(-c2c(C#Cc3ccsc3)c3cc(-c4ccc5cc[nH]c5c4)ccc3n2C)c1,-22%,x,x,u,u,x,-6%,-5%,-3
COCOc1ccc(Br)cc1C(=O)/C=C\c1ccc2c(c1)OCO2,-2%[12.4 µM],x,3%[15.3 µM],x,x,-11%[12.4 µM],-7%,x,x
CCCn1c(SCC(=O)NC2CCCCC2)nnc1-c1ccccn1,3%,-1%,-8%,8%,0%,2%,-4%,-15%,0
Cc1cc(C)nc(NS(=O)(=O)c2ccc(N/C=C\C(=O)c3cccs3)cc2)n1,2%,-16%,-6%,u,-6%,0%,1%,-23%,-5
O=C1CS/C(=N/N=C/c2cccs2)N1Cc1ccc(F)cc1,-3%,16%,-5%,27%,-4%,0%,1%,8%,-1
CC1CCCCN1S(=O)(=O)c1ccc(C(=O)Nc2nnc(-c3ccco3)o2)cc1 (stereo unspecified),-7%,44%,-8%,13%,-6%,-3%,-2%,-10%,-7
CC(CCc1ccccc1)NC(=O)C(=O)NCc1ccccc1 (stereo unspecified),-7%,-15%,-12%,10%,-16%,-1%,-3%,-2%,-4
COc1ccc(OC)c(S(=O)(=O)N(C)CC(=O)N2CCN(c3cccc(Cl)c3)CC2)c1,-2%,12%,-18%,-10%,5%,0%,-6%,-3%,-7
O=C(Nc1ccc(N2CCN(C(=O)c3ccc(Cl)cc3)CC2)cc1)c1cccnc1,-1%,u,-7%,-10%,-14%,-1%,-6%,-20%,2
Cc1ccc(NC(=O)Cn2c(=O)n(Cc3nc(C)no3)c(=O)c3ccccc32)c(Cl)c1,x,-1%,-12%,20%,-14%,-2%,-3%,-8%,0
COC(=O)CCSCC(=O)Nc1nnc(C)s1,0%,-17%,-6%,-17%,-5%,2%,-6%,1%,-9
O=c1ccc2ccccc2n1Cc1cccc(F)c1,16%,-4%,-7%,12%,0%,-4%,2%,-18%,3
CCC(CO)Oc1cc(NC(=O)c2ccc(F)cc2)c2ncn(C(C)C)c2c1 (stereo unspecified),-11%,x,x,26%,-17%,x,-2%,-12%,4
Cc1nc(Cl)sc1C(=O)Nc1cccc(Cl)c1C,1%,33%,-15%,34%[activator],-9%,2%,-4%,-10%,-5
C=CCOC(=O)C1=C[C@H](c2coc3ccccc3c2=O)C[C@H](OCc2ccc(CO)cc2)O1,-5%,u,-10%,24%,4%,-14%,0%,-13%,4
CC(=O)O[C@H]1C[C@@]2(O)[C@@H](OC(=O)c3ccccc3)C3[C@@](C)([C@@H](O)C[C@H]4OC[C@@]34OC(C)=O)[C@@H](O)[C@H](OC(C)=O)C(=C1C)C2(C)C (stereo partly specified),9%,83%,-6%,11%,-13%,0%,-2%,-6%,-9
O=C(NNC(=O)c1cnccc1C(F)(F)F)c1cccc(Cl)c1,-5%,-12%,7%,-17%,5%,-2%,0%,-9%,-8
O=C(Cn1cc(S(=O)(=O)c2ccccc2)c(=O)c2cc(Cl)ccc21)Nc1ccc2c(c1)OCO2,x,-1%,-12%,47%[activator],-7%,-2%,1%,-14%,3
Cc1occc1C(=O)N1CCC2(CCCN(Cc3ccc(F)c(F)c3)C2)C1 (stereo unspecified),21%,1%,-17%,126%[activator],-3%,-6%,-4%,-9%,-7

# Assay outcomes: PubChem BioAssay, National Center for Advancing Translational Sciences (NCATS)
